KCNK3 block – human KCNK3 channel inhibitors, primary screen, CHO cells, FluxOR thallium flux, B-score; Potassium channel subfamily K member 3 (Homo sapiens), O14649; FluxOR fluorescence; hits give low values; B-score at 10 µM; actives 0.84% (n = 340,000); AID 602410, 2012;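 active means B-score under library mean minus 4 SD, starting fluorescence ratio at most library mean plus 5 SD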;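 further: more negative B-score means stronger inhibition of thallium flux through KCNK3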
GSK3beta inhib – human GSK3beta kinase inhibitors, primary screen, biochemical, cell-free homogeneous, HTS | activity score (negative = inhibition), % at 10 µM | Glycogen synthase kinase-3 beta (Homo sapiens), P49841 | GST-GSK3beta kinase, ADP-Glo luminescence, 60 min; hits give low values | actives 0.038% (n = 300,000);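 active means more than half of replicate wells score below -50%, meaning over 50% inhibition versus plate controls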;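 further: 0% = median DMSO wells and -100% = median GW8510 positive control wells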
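Assay system: GST-tagged human GSK3beta kinase, cell-free; Input: 1.6 ng GSK3beta; Medium: Tris/MgCl2 kinase buffer; Timing: 60 min enzyme reaction, room temperature; Signal: ADP-Glo luminescence quantifying ADP generated by kinase; Evaluation: score relative to plate controls; Benchmarks: DMSO neutral wells and GW8510 at 20 µM as positive.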
hERG rescue – hERG rescue from dofetilide block, primary screen, cell-based, CHO-hERG, FluxOR thallium flux, dofetilide IC70. Voltage-gated inwardly rectifying potassium channel KCNH2 (Homo sapiens), Q12809. activation (rescue from dofetilide block), less the hit threshold, % at 10 µM. dofetilide IC70 present. AID 1511, 2009. actives 0.51% (n = 310,000);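 active means activation above the mean of controls blocked by dofetilide plus 5 SD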;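 further: thallium influx through hERG after potassium depolarization seen as dye fluorescence rise; in these data hits start at about 4.7%; inactives centre near -7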
KCNK9 inh – KCNK9 potassium channel inhibitors, primary screen, HEK293 cells, thallium flux; B-score at 10 µM; FluxOR thallium flux fluorescence; hits give low values; actives 1.2% (n = 310,000);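 active means ratio B-score over 3 SD below the library mean, with starting fluorescence within 5 SD of its mean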;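 further: negative B-score means less thallium flux so channel inhibition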
Target sequence (Q9NPC2 whole entry, looked up): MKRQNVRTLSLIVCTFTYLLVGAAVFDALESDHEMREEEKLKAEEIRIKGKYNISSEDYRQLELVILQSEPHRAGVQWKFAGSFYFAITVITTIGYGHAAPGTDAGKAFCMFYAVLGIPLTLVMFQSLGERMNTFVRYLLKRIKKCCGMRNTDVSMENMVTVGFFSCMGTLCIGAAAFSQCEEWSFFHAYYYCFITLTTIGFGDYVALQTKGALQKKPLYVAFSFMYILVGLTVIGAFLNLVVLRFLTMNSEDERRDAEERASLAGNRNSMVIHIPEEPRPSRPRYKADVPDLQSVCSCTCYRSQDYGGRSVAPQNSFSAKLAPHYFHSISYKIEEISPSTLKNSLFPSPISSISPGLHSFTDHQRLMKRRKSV
PolyA inh – polyadenylation inhibitors in yeast reporter cells, primary screen, luminescence, S. cerevisiae | actives 0.02% (n = 300,000) | S. cerevisiae SKY197-pL101 polyadenylation reporter, beta-gal luminescence; efflux-impaired pdr1/pdr3 knockout yeast; score 100 = 6 SD above DMSO | calls only at 12 µM;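 active means lowest replicate activity score at least 50, where 100 means six control SD above control mean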;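 further: yeast exposed to compound for 9 h at 30 °C; higher score means more reporter readthrough which indicates perturbed polyadenylation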
KCNQ1 block – inhibitors of human KCNQ1 channel, primary screen, cell-based, thallium flux, high-throughput | CHO-K1 KCNQ1, FluxOR thallium flux fluorescence; hits give high values | B-score at 10 µM | actives 1.3% (n = 310,000) | AID 2642, 2010;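 active means compounds whose thallium flux B-score, printed positive for inhibition, exceeds three library SD while starting fluorescence stays within three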;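 further: channel opened by potassium depolarization with thallium stimulus after 20 min compound exposure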
Target sequence (P51787 whole entry, looked up): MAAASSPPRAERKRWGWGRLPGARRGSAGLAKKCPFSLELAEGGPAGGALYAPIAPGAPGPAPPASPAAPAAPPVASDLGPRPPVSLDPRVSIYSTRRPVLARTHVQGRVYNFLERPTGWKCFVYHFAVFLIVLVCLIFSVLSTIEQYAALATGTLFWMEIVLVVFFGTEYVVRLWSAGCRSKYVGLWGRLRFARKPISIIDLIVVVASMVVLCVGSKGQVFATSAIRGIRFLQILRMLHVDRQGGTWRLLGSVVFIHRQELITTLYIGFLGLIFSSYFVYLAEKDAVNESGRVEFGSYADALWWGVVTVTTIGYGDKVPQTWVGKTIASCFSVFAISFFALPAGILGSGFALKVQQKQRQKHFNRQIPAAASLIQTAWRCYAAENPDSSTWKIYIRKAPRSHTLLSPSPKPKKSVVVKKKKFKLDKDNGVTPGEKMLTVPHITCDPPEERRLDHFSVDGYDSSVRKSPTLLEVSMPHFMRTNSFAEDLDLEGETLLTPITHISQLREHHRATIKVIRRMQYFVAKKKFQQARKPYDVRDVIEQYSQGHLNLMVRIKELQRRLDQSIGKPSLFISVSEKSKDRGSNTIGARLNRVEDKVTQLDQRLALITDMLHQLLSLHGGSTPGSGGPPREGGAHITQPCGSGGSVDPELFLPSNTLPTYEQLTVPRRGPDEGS
RGS4 inh – RGS4 inhibitors, primary screen, cell-based, HEK293 M3R inducible RGS4, calcium flux. Regulator of G-protein signaling 4 (Homo sapiens), P49798. Fluo-4 calcium flux; hits give high values; triggered by carbachol at its EC20. B-score at 10 µM. actives 0.45% (n = 310,000). AID 463165, 2010;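 active means B-score, a plate-corrected calcium signal, over three deviations above library mean, with baseline fluorescence within five deviations of library mean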;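 further: RGS4 expression induced by doxycycline in cells with stable M3 receptor; B-score is computed from the integrated fluorescence ratio over baseline after carbachol; higher B-score means a larger calcium signal and so more RGS4 inhibition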
GSK3 alpha inh – blockers of GSK3A enzyme activity – biochemical, luminescence, cell-free homogeneous, HTS, primary screen | GSK-3 alpha kinase, ADP-Glo luminescence, 60 min | inhibition, % at 10 µM | actives 0.1% (n = 320,000) | AID 2650, 2010;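 in the data active means inhibition above about 50%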;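 further: GST-tagged GSK-3 alpha with peptide substrate and 25 µM ATP; 0% = DMSO neutral wells and 100% = GW8510 positive control wells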
Dyrk1A ADPGlo – rat Dyrk1A kinase inhibitors, primary screen, biochemical, single point, plate reader | Dual specificity tyrosine-phosphorylation-regulated kinase 1A (Rattus norvegicus), Q63470 | ADP-Glo luminescence, NFATc1 peptide | inhibition, % at 12.5 µM | actives 0.43% (n = 310,000); in the data active means inhibition above about 50%;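 further: plate controls were vehicle with enzyme for no effect and no enzyme for full effect; many of its hits are not listed in these tables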
KCNQ1 pot – potentiators or activators of KCNQ1 channel, primary screen, cell-based, thallium flux, high-throughput. Potassium voltage-gated channel subfamily KQT member 1 (Homo sapiens), P51787. CHO-K1 KCNQ1, thallium flux FluxOR fluorescence; hits give high values. B-score at 10 µM. actives 0.35% (n = 310,000);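 active means fluorescence ratio B-score, a plate-corrected score, at least three library SD, with initial intensity B-score within 5 SD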
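Medium – assay buffer, equal DMSO in all wells · Material – CHO-K1 cell line with stable KCNQ1 potassium channel expression · Signal – kinetic FluxOR thallium fluorescence, 10-s 1-Hz baseline, 110-s post-stimulus read · Compound – single concentration per compound, DMSO matched to controls · Schedule – 37 °C overnight plating, 90-min dark dye load, 20-min compound pretreatment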
RGS4 act – RGS4 potentiators or activators, primary screen, cell-based, HEK293 M3R inducible RGS4, calcium flux. actives 0.92% (n = 310,000). B-score at 10 µM. AID 463111, 2010. carbachol calcium flux Fluo4; hits give low values;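 active means B-score of the integrated calcium signal more than 4 SD below the library mean, with starting fluorescence not abnormally high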;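 further: negative B-score means reduced calcium response which marks RGS4 activation or potentiation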
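System: HEK293 FlpIn-TREx cells, stable M3R, doxycycline-inducible RGS4. Timing: overnight RGS4 induction, 30 min dye load 37 °C, 20 min compound RT. Also added: carbachol, ECmax concentration. Measured by: Fluo4 fluorescence kinetic imaging of calcium. Evaluation: integrated calcium ratio converted to B score.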
The depositor's hits bear a star. Only part of the results is shown; count on the stated rates, not on these rows.

Screening Cc1cc(C)c2nc(SCc3ccc([N+](=O)[O-])cc3)nc(C)c2c1 returned KCNK3 block inactive, GSK3beta inhib -1, hERG rescue -13, KCNK9 inh inactive, PolyA inh inactive, KCNQ1 block inactive, RGS4 inh inactive, GSK3 alpha inh -4, Dyrk1A ADPGlo -6, KCNQ1 pot inactive and RGS4 act inactive.
Cc1ccc(NC(=O)c2cccc(S(=O)(=O)N3CCCCC3)c2)cc1 was read as KCNK3 block inactive, GSK3beta inhib 1, hERG rescue -12, KCNK9 inh inactive, PolyA inh inactive, KCNQ1 block inactive, RGS4 inh inactive, GSK3 alpha inh 0, Dyrk1A ADPGlo -4, KCNQ1 pot inactive and RGS4 act inactive.
For CCOc1cccc(OCCCCN2CCCCC2)c1 the results were KCNK3 block inactive, GSK3beta inhib 1, hERG rescue -10, KCNK9 inh inactive, PolyA inh inactive, KCNQ1 block inactive, RGS4 inh inactive, GSK3 alpha inh 0, Dyrk1A ADPGlo -4, KCNQ1 pot inactive and RGS4 act -7.9*.
For Cc1nn2c(COc3ccc(NC(=O)C(C)C)cc3)nnc2c2ccccc12 the results were KCNK3 block inactive, GSK3beta inhib 2, hERG rescue -20, KCNK9 inh inactive, PolyA inh inactive, KCNQ1 block inactive, RGS4 inh inactive, GSK3 alpha inh 1, Dyrk1A ADPGlo 3, KCNQ1 pot inactive and RGS4 act inactive.
For COC(=O)CN(c1ccccc1)S(=O)(=O)c1ccc(F)cc1 the results were KCNK3 block inactive, GSK3beta inhib 1, hERG rescue -4, KCNK9 inh inactive, PolyA inh inactive, KCNQ1 block inactive, RGS4 inh inactive, GSK3 alpha inh 19, Dyrk1A ADPGlo -28, KCNQ1 pot inactive and RGS4 act inactive.
`CCOCCC(=O)Nc1nnc(CCc2ccccc2)s1` gave KCNK3 block inactive, GSK3beta inhib 0, hERG rescue -6, KCNK9 inh inactive, PolyA inh inactive, KCNQ1 block inactive, RGS4 inh inactive, GSK3 alpha inh 1, KCNQ1 pot inactive and RGS4 act inactive.
Screening Cc1ccc(C)c(N(C(=O)c2nsc(Cl)c2Cl)C(C(=O)NC2CCCC2)c2ccc(O)cc2)c1 (stereo not drawn) returned KCNK3 block inactive, GSK3beta inhib 0, hERG rescue -12, KCNK9 inh inactive, PolyA inh inactive, KCNQ1 block inactive, RGS4 inh inactive, GSK3 alpha inh 3, Dyrk1A ADPGlo 1, KCNQ1 pot inactive and RGS4 act inactive.
For C(=C\c1cccc2ccccc12)/c1nnc(-c2cccs2)o1 the results were KCNK3 block inactive, GSK3beta inhib 2, hERG rescue -6, KCNK9 inh inactive, PolyA inh inactive, KCNQ1 block inactive, RGS4 inh inactive, GSK3 alpha inh 1, Dyrk1A ADPGlo 7, KCNQ1 pot inactive and RGS4 act inactive.
For O=c1c2nnn(Cc3ccccc3)c2ncn1-c1ccccc1 the results were KCNK3 block inactive, GSK3beta inhib 3, hERG rescue -8, KCNK9 inh inactive, PolyA inh inactive, KCNQ1 block inactive, RGS4 inh inactive, GSK3 alpha inh -2, Dyrk1A ADPGlo -7, KCNQ1 pot inactive and RGS4 act inactive.
Screening O=C(OCC(=O)N1CCCC1=O)c1cc(S(=O)(=O)N2CCOCC2)ccc1Cl returned KCNK3 block inactive, GSK3beta inhib -1, hERG rescue -15, KCNK9 inh inactive, PolyA inh inactive, KCNQ1 block inactive, RGS4 inh inactive, GSK3 alpha inh -2, Dyrk1A ADPGlo 1, KCNQ1 pot inactive and RGS4 act inactive.
For CCCCN1C(=O)/C(=C2\SC(N3CCCCC3)=NC2=O)c2ccccc21 the results were KCNK3 block inactive, GSK3beta inhib 4, hERG rescue -14, KCNK9 inh inactive, PolyA inh inactive, KCNQ1 block inactive, RGS4 inh inactive, GSK3 alpha inh -3, KCNQ1 pot inactive and RGS4 act inactive.
Screening COc1ccc(-c2nnc(SCC(=O)NCc3ccco3)o2)cc1 returned KCNK3 block inactive, GSK3beta inhib -4, hERG rescue 0, KCNK9 inh inactive, PolyA inh inactive, KCNQ1 block inactive, RGS4 inh inactive, GSK3 alpha inh 2, Dyrk1A ADPGlo 13, KCNQ1 pot inactive and RGS4 act inactive.
Screening CSc1ccccc1NC(=O)CN(C)CC(=O)Nc1ccc(Cl)cc1F returned KCNK3 block inactive, GSK3beta inhib 3, hERG rescue -8, KCNK9 inh inactive, PolyA inh inactive, KCNQ1 block inactive, RGS4 inh inactive, GSK3 alpha inh -9, Dyrk1A ADPGlo -7, KCNQ1 pot inactive and RGS4 act inactive.
Screening CC(=O)N1CCN(S(=O)(=O)c2cccc(C(=O)NNC(=O)Cn3ccc(C(F)(F)F)n3)c2)CC1 returned KCNK3 block inactive, GSK3beta inhib 2, hERG rescue -12, KCNK9 inh inactive, PolyA inh inactive, KCNQ1 block inactive, RGS4 inh inactive, GSK3 alpha inh -3, Dyrk1A ADPGlo 6, KCNQ1 pot inactive and RGS4 act inactive.
`Cc1cc(C)n(-c2ccc(C(=O)N3CCc4ccccc43)cc2)n1` gave KCNK3 block inactive, GSK3beta inhib -4, hERG rescue -3, KCNK9 inh inactive, PolyA inh inactive, KCNQ1 block inactive, RGS4 inh inactive, GSK3 alpha inh -2, Dyrk1A ADPGlo 7, KCNQ1 pot inactive and RGS4 act inactive.
Screening Cc1ccc(S(=O)(=O)N(C)C)cc1NC(=O)COC(=O)Cc1ccccc1F returned KCNK3 block inactive, GSK3beta inhib 2, hERG rescue -11, KCNK9 inh inactive, PolyA inh inactive, KCNQ1 block inactive, RGS4 inh inactive, GSK3 alpha inh 1, Dyrk1A ADPGlo 4, KCNQ1 pot inactive and RGS4 act inactive.
For NC(=O)CCn1cnc2ccccc21 the results were KCNK3 block inactive, GSK3beta inhib -6, hERG rescue -3, KCNK9 inh inactive, PolyA inh inactive, KCNQ1 block inactive, RGS4 inh inactive, GSK3 alpha inh -1, Dyrk1A ADPGlo -2, KCNQ1 pot inactive and RGS4 act inactive.
`Cc1cccc(NC(=O)c2ccc(C(=O)Nc3cccc(C)c3)nc2)c1` gave KCNK3 block inactive, GSK3beta inhib 1, hERG rescue -5, KCNK9 inh inactive, PolyA inh inactive, KCNQ1 block inactive, RGS4 inh inactive, GSK3 alpha inh 0, Dyrk1A ADPGlo 2, KCNQ1 pot inactive and RGS4 act inactive.
Screening COC(=O)c1cccc(NC(=S)Nc2cccc(Cl)c2Cl)c1 returned KCNK3 block inactive, GSK3beta inhib 1, hERG rescue -9, KCNK9 inh inactive, PolyA inh inactive, KCNQ1 block inactive, RGS4 inh inactive, GSK3 alpha inh 1, Dyrk1A ADPGlo 5, KCNQ1 pot inactive and RGS4 act inactive.
`C/C(=N\n1c(C)nc2ccccc2c1=O)c1ccc(C)o1` gave KCNK3 block inactive, GSK3beta inhib -2, hERG rescue -5, KCNK9 inh inactive, PolyA inh inactive, KCNQ1 block inactive, RGS4 inh inactive, GSK3 alpha inh -6, Dyrk1A ADPGlo 11, KCNQ1 pot inactive and RGS4 act inactive.
For CCN(CC(=O)NC1CCS(=O)(=O)C1)c1nc(-c2ccccc2)nc2ccccc12 (stereo not drawn) the results were KCNK3 block inactive, GSK3beta inhib -1, hERG rescue -1, KCNK9 inh inactive, PolyA inh inactive, KCNQ1 block inactive, RGS4 inh inactive, GSK3 alpha inh -1, Dyrk1A ADPGlo -8, KCNQ1 pot inactive and RGS4 act inactive.
For CCCC12CN3CCN(CC(C3)/C1=N\NC(=O)c1ccc(F)cc1)C2 the results were KCNK3 block inactive, GSK3beta inhib -3, hERG rescue -4, KCNK9 inh inactive, PolyA inh inactive, KCNQ1 block inactive, RGS4 inh inactive, GSK3 alpha inh 5, Dyrk1A ADPGlo -4, KCNQ1 pot inactive and RGS4 act inactive.
For COc1ccc(OCC(=O)NCCNC(=O)c2ccncc2)cc1 the results were KCNK3 block inactive, GSK3beta inhib -3, hERG rescue -3, KCNK9 inh inactive, PolyA inh inactive, KCNQ1 block inactive, RGS4 inh inactive, GSK3 alpha inh 1, Dyrk1A ADPGlo -6, KCNQ1 pot inactive and RGS4 act inactive.
For O=C(c1ccc(N2CN(C(=O)c3ccco3)c3nc4ccccc4nc32)cc1)N1CCOCC1 the results were KCNK3 block inactive, GSK3beta inhib 1, hERG rescue -7, KCNK9 inh inactive, PolyA inh inactive, KCNQ1 block inactive, RGS4 inh inactive, GSK3 alpha inh 4, Dyrk1A ADPGlo -4, KCNQ1 pot inactive and RGS4 act inactive.
CC(SCc1ccccc1)C(=O)NN=C1CCN(C)CC1 (stereo not drawn) was read as KCNK3 block inactive, GSK3beta inhib 2, hERG rescue -9, KCNK9 inh inactive, PolyA inh inactive, KCNQ1 block inactive, RGS4 inh inactive, GSK3 alpha inh -7, Dyrk1A ADPGlo 8, KCNQ1 pot inactive and RGS4 act inactive.
`CCOC(=O)C1(CCOc2ccccc2)CCN(C(=O)CCSC)CC1` gave KCNK3 block inactive, GSK3beta inhib 0, hERG rescue 0, KCNK9 inh inactive, PolyA inh inactive, KCNQ1 block inactive, RGS4 inh inactive, GSK3 alpha inh -2, KCNQ1 pot inactive and RGS4 act inactive.
CCOC(=O)NC(Nc1ncccn1)(C(F)(F)F)C(F)(F)F was read as KCNK3 block inactive, GSK3beta inhib 4, hERG rescue -2, KCNK9 inh inactive, KCNQ1 block inactive, RGS4 inh inactive, GSK3 alpha inh -1, Dyrk1A ADPGlo 6, KCNQ1 pot inactive and RGS4 act inactive.
`COC(=O)c1ccccc1NC(=O)COC(=O)c1ccccc1N=Nc1ccc(N(C)C)cc1` gave KCNK3 block inactive, GSK3beta inhib 2, hERG rescue -4, KCNK9 inh inactive, PolyA inh inactive, KCNQ1 block inactive, RGS4 inh inactive, GSK3 alpha inh -3, Dyrk1A ADPGlo 0, KCNQ1 pot inactive and RGS4 act inactive.

Screening results (PubChem)
